M5 ag: CHRM5 agonism in calcium assay | P08912 | CHO-K1 hM5 cells, Fluo-8 calcium fluorescence; 0% DMSO wells, 100% maximal acetylcholine response | activation, % at 3 µM | 360,000 compounds, 0.19% hits | AID 624037;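 active means activation above the run's mean over test compounds plus 3 SD, cut at about 23% in these data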;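 further: signal is peak over basal fluorescence ratio across the kinetic read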
Target sequence (P08912 whole entry, looked up): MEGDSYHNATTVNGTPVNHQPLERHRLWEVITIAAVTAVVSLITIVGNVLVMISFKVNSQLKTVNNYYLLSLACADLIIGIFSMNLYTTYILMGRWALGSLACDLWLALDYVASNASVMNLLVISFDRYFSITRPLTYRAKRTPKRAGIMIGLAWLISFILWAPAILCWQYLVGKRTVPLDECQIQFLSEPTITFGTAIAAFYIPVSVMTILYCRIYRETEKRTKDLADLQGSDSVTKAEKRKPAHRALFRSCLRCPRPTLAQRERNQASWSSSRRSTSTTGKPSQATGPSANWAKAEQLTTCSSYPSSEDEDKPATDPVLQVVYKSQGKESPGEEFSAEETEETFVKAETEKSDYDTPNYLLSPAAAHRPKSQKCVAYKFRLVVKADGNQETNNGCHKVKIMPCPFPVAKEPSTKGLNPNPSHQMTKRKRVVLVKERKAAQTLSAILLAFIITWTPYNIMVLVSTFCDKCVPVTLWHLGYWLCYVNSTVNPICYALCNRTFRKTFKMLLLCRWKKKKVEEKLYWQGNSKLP
CRFBP-R2 block: CRF-BP/CRF-R2 complex antagonism; HEK293 CRF-R2/CRF-BP, CRF-induced calcium fluorescence; inhibition, % at 11.8 µM; 350,000 compounds, 0.59% hits; AID 588475;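 active means inhibition of the ligand-induced calcium signal above about 50% at the single tested concentration, limit read from the data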
CHO-K1 Ca PAM: counter-screen for M1 PAMs: effect in parental CHO-K1 cells | ATP EC20, Fluo-8 calcium fluorescence; 0% at ATP EC20, 100% at ATP max | activation, % at 3 µM | 360,000 compounds, 0.02% hits;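 active means activation above the run cutoff, the mean activation of all test compounds plus 3 SD, cut at about 40% in these data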;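 further: peak over basal fluorescence ratio in a 140 s read after ATP addition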
CHRM4 PAM: potentiates acetylcholine response at human M4 receptor; AID 624126; P08173; CHO-K1 hM4/Gqi5, Fluo-8 calcium fluorescence, ACh EC20; 0% = ACh EC20, 100% = maximal ACh; 360,000 compounds, 0.4% hits; activation, % at 3 µM;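 active means activation above its plate's cutoff, the mean activation of sample wells plus 3 SD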; further: some results filed as inactive read as strong as hits
Target sequence (P08173 whole entry, looked up): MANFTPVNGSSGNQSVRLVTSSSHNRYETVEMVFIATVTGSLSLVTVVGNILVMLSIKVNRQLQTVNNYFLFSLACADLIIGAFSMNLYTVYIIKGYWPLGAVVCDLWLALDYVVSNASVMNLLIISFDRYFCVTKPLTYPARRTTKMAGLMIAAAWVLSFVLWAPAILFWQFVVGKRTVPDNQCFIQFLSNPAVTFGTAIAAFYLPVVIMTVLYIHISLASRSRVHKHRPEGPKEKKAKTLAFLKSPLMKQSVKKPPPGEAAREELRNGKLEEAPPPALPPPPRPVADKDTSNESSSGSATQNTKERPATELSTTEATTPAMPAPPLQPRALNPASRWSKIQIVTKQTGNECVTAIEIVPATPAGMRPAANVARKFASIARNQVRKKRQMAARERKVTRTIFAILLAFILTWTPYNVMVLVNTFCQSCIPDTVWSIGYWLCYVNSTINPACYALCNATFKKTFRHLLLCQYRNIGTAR
M5 PAM: potentiates acetylcholine response at human M5 receptor; CHO-K1 hM5, Fluo-8 calcium, ACh EC20 PAM; 0% = ACh EC20, 100% = ACh EC100; activation, % at 3 µM; 360,000 compounds, 0.3% hits;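 active means activation above the run cutoff, the mean activation of all test compounds plus 3 SD, cut at about 18% in these data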
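system = human M5 receptor in CHO-K1 cells | reagent = EC20 acetylcholine as agonist stimulus | compound dosing = single-point, 3 µM nominal | incubation = Fluo-8 loading 80 min at 37 °C plus 30 min room temperature | detection = Fluo-8 calcium dye fluorescence, kinetic read | benchmarks = low control EC20 acetylcholine (0%), high control EC100 acetylcholine (100%)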
CRFR2-BP ag: CRF-BP/CRF-R2 complex agonism. HEK293 CRF-R2/CRF-BP, calcium dye fluorescence (FLIPR); percent of saturating CRF peptide response. activation, % at 13.2 µM. 350,000 compounds, 0.46% hits. AID 588473;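 active means activation of at least 50%, plus an integration ratio under a set limit after plate pattern correction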;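 further: plate controls were neutral control wells without compound for no effect and CRF at EC100 for full effect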
TAAR1 agonist: human TAAR1 agonism; Q96RJ0; CHO RD-HGA16 TAAR1, Fluo-8 calcium fluorescence; vehicle wells 0%, saturating PEA agonist 100%; activation, % at 3 µM; 360,000 compounds, 0.99% hits;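 active means activation above the mean activation of all test compounds in the run plus 3 SD, cut at about 38% in these data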
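Assay system: CHO-derived RD-HGA16 cells with stable Gα16 and human TAAR1; timing: 17-24 h seeding, 75 min 37 °C dye, 30 min RT; read-out: % activation from peak over basal fluorescence ratio, DMSO-to-PEA scaled; measured by: kinetic Fluo-8 calcium fluorescence; benchmarks: low control DMSO, high control PEA (EC100); doses: 3 µM single concentration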
TAAR1 antagonist: antagonists of human TAAR1; Q96RJ0; CHO RD-HGA16 TAAR1, Fluo-8 calcium fluorescence, antagonist; inhibition, % at 3 µM; 360,000 compounds, 1.5% hits; AID 624466;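 active means inhibition above a per-plate cutoff, the mean inhibition of test compounds on that plate plus 3 SD, cut at about 49% in these data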;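 further: 0% = DMSO plus EC80 beta-PEA response and 100% = DMSO alone without agonist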
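System: RD-HGA16 CHO cells with stable hTAAR1 and Gα16 | Probe or stimulus: EC80 β-phenethylamine stimulus | Dosing: 3 µM, single point | Times: Dye loading 75 min at 37 °C, then 30 min room temperature | Measured by: Fluo-8 calcium-sensitive fluorescence | Read-out basis: % inhibition of agonist calcium response | Replicates: n of 1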
CHRM5 antagonist: CHRM5 antagonism in calcium assay; 360,000 compounds, 0.59% hits; inhibition, % at 3 µM; CHO-hM5 cells, Fluo-8 calcium fluorescence, ACh EC80; AID 624040; P08912;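 active means inhibition above a per-plate cutoff, the mean of that plate's test compounds plus 3 SD, cut at about 27% in these data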;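 further: 0% = acetylcholine EC80 with DMSO and 100% = DMSO without agonist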
Active calls of the source: *; nt = no result given.

SMILES | M5 ag | CRFBP-R2 block | CHO-K1 Ca PAM | CHRM4 PAM | M5 PAM | CRFR2-BP ag | TAAR1 agonist | TAAR1 antagonist | CHRM5 antagonist
CC(C)(C)n1nnnc1SCC(=O)Nc1nn(-c2ccccc2)nc1C(N)=O | -1 | -2 | 0 | -7 | -8 | -2.1 | 2 | -20 | 7
Cc1cc(NS(=O)(=O)Cc2ccccc2)cc(C)c1OCC(=O)N1CCOCC1 | 2 | 24 | 22 | -4 | -3 | -0.9 | 12 | -7 | 7
CCN(CC)CCn1c2c(c(SCC(=O)Nc3ccccc3Cl)nc1=O)CCCC2 | -7 | -1 | 13 | -2 | -4 | 1.8 | 0 | -13 | 8
CCCCN(C(=O)c1cccs1)C1CCS(=O)(=O)C1 (stereo not given) | 1 | -1 | -2 | 3 | 1 | 1.1 | 1 | -16 | 5
Cc1ccc(OCCSc2nc3ncnc(N)c3[nH]2)cc1 | 0 | 14 | 14 | 3 | 2 | 0.1 | 5 | 1 | -1
Cc1cc(NS(=O)(=O)c2ccc(NC(=O)c3ccoc3C)cc2)nc(C)n1 | 2 | 5 | 16 | 3 | 1 | -2.2 | 0 | -1 | -4
COc1ccc(NS(=O)(=O)c2cc3c(cc2C)NC(=O)CO3)c(OC)c1 | 4 | 3 | 24 | 5 | -4 | -3.2 | 4 | -4 | 0
Cc1cccc(Oc2ccc(NC(=O)C3=CC=CN4CCS(=O)(=O)N=C34)cc2)c1 | 2 | 8 | 5 | -1 | -3 | -1.0 | 24 | 44 | 4
Cc1ccc(NC(=O)N2CCC(NC(=O)c3ccco3)CC2)cc1 | -3 | -11 | 4 | 5 | -1 | 0.4 | -2 | 5 | 10
CC1CCCCC1NCc1cccc([N+](=O)[O-])c1 (stereo not given) | -3 | -11 | -1 | -2 | 4 | -1.9 | 3 | -4 | 16
CCN1CCN(c2ccc(S(=O)(=O)N3CCCCC3)cc2NC(=O)c2cccc(C)c2[N+](=O)[O-])CC1 | -6 | -12 | 19 | 0 | 0 | -1.1 | 6 | -12 | 3
COc1cccc(/C=N/Nc2nn3cnnc3c3ccccc23)c1O | 2 | -1 | -2 | 14 | 5 | -2.5 | 8 | -14 | -6
COc1cccc(SCC2CSc3nc4ccccc4c(=O)n32)c1 (stereo not given) | 3 | -1 | 10 | -2 | 2 | -2.1 | 2 | 12 | -2
CN(C)c1ccc(C(=O)NCc2ccc3c(c2)CCO3)cc1 | 2 | 15 | 2 | -2 | 3 | -1.1 | 0 | -31 | -10
O=C(CN(C1CCCCC1)S(=O)(=O)c1ccc(Cl)cc1)NCCCO | -3 | 19 | 15 | -1 | 2 | -2.9 | 9 | -1 | -3
Cc1ccc(CCNC(=O)C2CCCN(C(=O)N(C)C)C2)cc1 (stereo not given) | 1 | -4 | 18 | 10 | 3 | -0.7 | 1 | 2 | -2
CN1CCN(C(=O)C2=C[C@@H](c3ccccc3)C[C@@H](OCCCCO)O2)CC1 | 3 | -9 | 5 | 11 | -3 | -0.9 | 1 | 2 | 1
COc1cc2c(cc1OC)CC(=O)N(C)CC2 | -1 | -11 | 13 | 13 | -3 | 2.0 | 0 | 6 | 2
C=CCNc1nc(Cl)nc(Nc2ccc([N+](=O)[O-])cc2)n1 | 0 | 6 | -12 | -4 | 6 | -2.5 | 5 | 5 | -7
CCc1cccc(C)c1NC(=O)COC(=O)Cc1ccccc1 | 0 | -4 | 7 | 8 | -1 | -1.3 | 0 | 11 | 7
COc1ccc(/C=C/C(=O)N2CCCc3ccccc32)c(OC)c1 | -5 | -8 | 14 | -4 | -9 | 0.2 | 8 | 42 | 16
Cc1onc(-c2c(F)cccc2Cl)c1C(=O)NC(=S)NC1CCSC1=O (stereo not given) | -6 | -11 | -8 | 0 | 0 | 0.1 | 2 | 4 | 3
COc1cccc(CNC(=O)C2CCN(C(=O)N3CC(C)Oc4ccccc43)CC2)c1 (stereo not given) | 3 | -26 | -4 | -15 | -15 | -1.9 | 5 | 12 | 10
COC(=O)c1ccc(C(=O)OC)c(NC(=O)CN2CCC(C)CC2)c1 | -1 | -20 | -12 | -4 | 6 | -4.5 | 4 | -33 | 0
Cc1cccc(C)c1NC(=O)C(c1ccccc1)n1c(=O)c(-c2ccco2)nc2ccccc21 (stereo not given) | 2 | nt | nt | 8 | 4 | nt | 1 | 3 | 2

Further compounds.
SMILES | M5 ag | CRFBP-R2 block | CHO-K1 Ca PAM | CHRM4 PAM | M5 PAM | CRFR2-BP ag | TAAR1 agonist | TAAR1 antagonist | CHRM5 antagonist
COC(=O)CCSc1cc([N+](=O)[O-])cc2c1c(C1OCCO1)nn2-c1ccccc1 | -5 | 19 | 2 | -4 | -2 | 5.3 | -2 | -1 | 0
CN(C)S(=O)(=O)c1cccc(C(=O)Nc2ccccc2)c1 | 1 | 3 | 9 | 7 | 1 | -2.4 | 1 | -3 | -7
CN(C)C(=O)c1ccc(NC(=O)COc2ccc([N+](=O)[O-])cc2)cc1 | 1 | -3 | 10 | 8 | -1 | -1.3 | 11 | 17 | 5
CC(=O)c1ccc(Nc2nc3ccc(C)cc3n3cnnc23)cc1 | -3 | -1 | 8 | -2 | 1 | -0.1 | 7 | -1 | 0
O=C(/C=C/Nc1ccc(F)cc1)c1ccc(Oc2ncccn2)cc1 | 2 | 3 | 8 | -1 | -1 | 1.6 | 10 | -15 | 3
Cn1nccc1C(=O)OCC(=O)Nc1ccccc1Cl | 0 | -7 | -12 | 0 | 5 | 0.3 | 1 | -5 | -3
O=c1[nH]c(-c2cccnc2)nc2sc(-c3ccccc3)cc12 | -2 | -12 | -2 | -3 | 4 | 4.1 | 7 | -7 | 4
COc1ccc(NC(=O)c2ccccc2NS(=O)(=O)c2ccc(C)cc2)c([N+](=O)[O-])c1 | -1 | 21 | 15 | -6 | -9 | -0.5 | 2 | 1 | 0
Cc1cc(C)c(OCCCCN(C)Cc2ccccc2)c(C)c1 | -13 | -9 | 8 | -4 | -3 | -1.9 | 26 | -25 | 27
COC(=O)CS(=O)(=O)c1cccc2cccnc12 | -2 | 11 | -12 | -2 | -1 | 1.7 | 2 | -9 | -2
CC/C(O)=C1\C(=O)CC(C)(C)CC1=Nc1ccccc1C | -3 | -4 | 17 | -1 | 1 | 0.8 | 0 | 5 | -7
Cc1cc2ncn(S(=O)(=O)N(C)C)c2cc1C | -2 | 1 | 5 | -8 | -3 | 0.5 | 3 | -14 | 3
O=C(Nc1c(C(=O)N2CCC(N3CCCCC3)CC2)oc2ccccc12)c1c(F)cccc1F | -10 | 4 | 0 | -4 | 0 | -1.0 | 1 | -6 | 9
Nc1ccc(-n2nnnc2CN2CCOCC2)cc1 | -1 | 0 | 18 | -6 | -3 | 0.1 | 4 | -14 | -3
CCN(CC)c1ccc(C2CC(=O)NC3=C2C(=O)CC(C)(C)C3)cc1 (stereo not given) | -12 | 11 | 4 | -12 | -29 | -0.9 | 9 | -6 | 14
COc1ccc(C(=O)N2CCC(c3ccccc3)CC2)c(OC)c1OC | 2 | -8 | -1 | 0 | 3 | -1.6 | 7 | -27 | 3
Cc1onc(-c2c(F)cccc2Cl)c1C(=O)Oc1ccccc1 | -6 | nt | -2 | -10 | -13 | nt | 2 | 7 | 3
COc1ccc2c(c1)OC(O)(C(F)(F)C(F)F)CC2=O (stereo not given) | 5 | 41 | 10 | 2 | 0 | 66* | 56* | -11 | -2
COc1ccc(OCC(=O)Nc2ccccc2OC(F)F)cc1 | -6 | 1 | -7 | 2 | -1 | -2.3 | 8 | 2 | 14
CCNC(=O)C1(C)CCCN(Cc2csc3ccccc23)C1 (stereo not given) | 0 | nt | 0 | 5 | -2 | nt | 0 | -18 | 2
CC(=O)/C(=N\Nc1ccccc1)Sc1cccc2cccnc12 | -4 | 3 | -8 | 1 | -3 | -1.2 | 3 | -2 | 4
Cc1ccc(NC(=O)CN(C)C(=O)c2cc(-c3cccs3)nn2-c2ccccc2)cc1 | 1 | -1 | 14 | 13 | 2 | 1.9 | 5 | 55* | 0
O=C(COC(=O)C1=NNC(=O)CC1)NCCc1ccccc1 | 2 | -16 | -18 | 6 | 6 | 0.6 | 6 | -32 | -3
CCN1CCN(CC(=O)c2ccc(OC)cc2)CC1 | 1 | 11 | 10 | -3 | 5 | -0.5 | 10 | 5 | 3
Cc1ccc2nc(N(CCCN(C)C)C(=O)c3sc4ccccc4c3Cl)sc2c1 | -4 | -79 | 15 | -5 | -18 | 2.6 | 35 | 18 | 23

New compounds follow
SMILES | M5 ag | CRFBP-R2 block | CHO-K1 Ca PAM | CHRM4 PAM | M5 PAM | CRFR2-BP ag | TAAR1 agonist | TAAR1 antagonist | CHRM5 antagonist
CC1=C(C)CC(C(=O)N2CCN(C/C=C/c3ccccc3)CC2)C(C(=O)O)C1 (stereo not given) | -2 | -12 | 15 | -3 | -1 | -0.3 | 3 | -13 | -12
O=C(O)c1ccccc1-n1c(-c2ccccc2)cc2c1CCCC2=O | -4 | 19 | 11 | 2 | 1 | -1.1 | -1 | -8 | 4
CCc1cccc(NC(=O)c2cccc3c2C(=O)N(C2CCCCC2)C3)c1 | -4 | 5 | 16 | -5 | -2 | -0.2 | nt | nt | 0
CCCCN1C(=O)NC(NC(C)=O)(C(F)(F)F)C1=O (stereo not given) | -1 | -6 | 10 | -1 | -4 | -0.2 | 11 | -4 | 1
O=C(O)C1c2ccccc2Cc2ccccc21 | 0 | -13 | -9 | 9 | -3 | -1.5 | 4 | -9 | 2
O=C(CCCN1C(=O)/C(=C\c2cccs2)SC1=S)Nc1ccccn1 | 2 | -12 | 2 | 4 | -2 | 1.4 | 5 | -4 | -6
Cc1c(CN(C)C)c2c(n1Cc1ccccc1)C(=O)c1ccccc1-2 | -6 | -2 | 20 | 6 | 0 | 0.0 | 14 | 13 | 2
O=C(NCC1CCCO1)C(c1cccs1)N(C(=O)Cn1nnc(-c2cccs2)n1)C1CCCC1 (stereo not given) | 0 | 5 | 7 | -3 | 4 | -0.8 | 8 | -2 | -3
O=C(Nc1nnc(SCc2cccnc2)s1)C1CC(=O)N(c2ccccc2)C1 (stereo not given) | -1 | 15 | 10 | 6 | -3 | -0.5 | 0 | 0 | 7

3 structures out of the list, ordered by molar mass, rising.
SMILES | M5 ag | CRFBP-R2 block | CHO-K1 Ca PAM | CHRM4 PAM | M5 PAM | CRFR2-BP ag | TAAR1 agonist | TAAR1 antagonist | CHRM5 antagonist
COc1cc2c(cc1OC)CC(=O)N(C)CC2 | -1 | -11 | 13 | 13 | -3 | 2.0 | 0 | 6 | 2
CC1=C(C)CC(C(=O)N2CCN(C/C=C/c3ccccc3)CC2)C(C(=O)O)C1 (stereo not given) | -2 | -12 | 15 | -3 | -1 | -0.3 | 3 | -13 | -12
O=C(CCCN1C(=O)/C(=C\c2cccs2)SC1=S)Nc1ccccn1 | 2 | -12 | 2 | 4 | -2 | 1.4 | 5 | -4 | -6
